Screening results: PubChem BioAssay, PCMD
Yeast growth tox: Inhibitors of S. cerevisiae growth, toxicity; S. cerevisiae wild-type growth, A595 turbidity, 16 h; growth inhibition, % at 25 µM (by protocol); 0.3% of 30,000 active; AID 685;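 active = mutant and wild-type yeast strains alike exhibit over 30% growth inhibition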;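 also: 0% = untreated cell controls and 100% = YPD media blanks without cells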
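Incubation: 16 h growth with compound, 30 °C; Material: S. cerevisiae wild-type or eIF2Bepsilon-R284H mutant strain; Signal: turbidity measured as absorbance at 595 nm; Medium: YPD yeast growth medium; Measure: growth inhibition (%) versus cell controls and blanks; Doses: 25 µM single dose.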
Yeast eIF2B: modulators of yeast eIF2B activity. inhibition, % at 25 µM (by protocol). S. cerevisiae eIF2B-epsilon R284H, GCN4-lacZ luminescence. 0.91% of 27,000 active. AID 688;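 active = mutant luminescence inhibited past about 50% while wild type luminescence and mutant growth stay under set limits, limit read from the data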; also: some compounds called inactive have numbers as strong as hits
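Material: yeast eIF2B-epsilon R284H mutant carrying GCN4–beta-galactosidase fusion. Medium: YPD yeast growth medium. Incubation: 16 h growth with compound at 30 °C, 90 min Beta-Glo step. Signal: Beta-Glo luminescence plus absorbance at 595 nm. Evaluation: % inhibition of reporter signal and growth versus controls. Doses: 25 µM single dose.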
Yeast growth tox inhibition %: recorded beside Yeast growth tox, whose call it bears; growth inhibition, %; S. cerevisiae eIF2Bepsilon-R284H mutant growth, A595 turbidity, 16 h;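 each compound tested once at 25 µM; 0% equals untreated cells and 100% equals cell-free medium blanks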
Yeast eIF2B mutant toxicity: further read-out of Yeast eIF2B, marked with its call; growth inhibition, %; measured here: mutant yeast growth, toxicity;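 each compound tested once at 25 µM; zero equals untreated control growth and 100 equals blank medium absorbance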
* = called active by the depositor; nt = not tested or not shown.

| no. | Molecule | Yeast growth tox | Yeast growth tox inhibition % |
| --- | --- | --- | --- |
| 1 | O=C(NCCN1CCN(c2cccc(Cl)c2)CC1)c1cccn2c(=O)c3ccccc3nc12 | -5 | 4 |
| 2 | Cc1c(C(=O)NCCN2CCOCC2)oc2ccccc12 | 11 | 5 |
| 3 | COc1ccc(NC(=O)C2CC(=O)N(C)C(=Nc3ccc4c(c3)OCO4)S2)cc1 (stereo not drawn) | 11 | 11 |
| 4 | CCOC12NC(=O)CC(=O)N1C(c1ccccc1)=CS2 (stereo not drawn) | 13 | 19 |
| 5 | COc1cccc(NC(=O)c2cnsn2)c1 | 23 | 32 |
| 6 | COC(=O)C1=C(O)CSC1=Nc1ccccc1 | 32 | 14 |
| 7 | COc1ccc(C2c3c(ncn(CCN4CCOCC4)c3=N)Oc3ccc4ccccc4c32)cc1OC (stereo not drawn) | -6 | 2 |
| 8 | CCS(=O)(=O)N1CCCC(C(=O)NCc2cccc(OC)c2)C1 (stereo not drawn) | 1 | 8 |
| 9 | Cc1ccc(CC2S/C(=C(/C#N)C(=O)NCc3ccco3)N(c3ccccc3)C2=O)cc1 (stereo not drawn) | -2 | 4 |
| 10 | CN(C)CCCn1c(NC(=O)C2CCCCC2)nc2ccccc21 | 2 | 0 |
| 11 | COc1ccc(C2CC(C(F)(F)F)n3nc(C(=O)O)c(Br)c3N2)cc1 (stereo not drawn) | 14 | 19 |
| 12 | Cc1c(NC(=O)CN2C(=O)C3C4C=CC(C4)C3C2=O)c(=O)n(-c2ccccc2)n1C (stereo not drawn) | -6 | 0 |
| 13 | CCOC(=O)N1CCN(S(=O)(=O)c2ccc3c(c2)CCN3C(=O)C2CCC2)CC1 | 23 | 15 |
| 14 | COc1ccc(NC(=O)c2[nH]c(C)c(C(C)=O)c2C)cc1Cl | 9 | -5 |
| 15 | CCn1c(SCC(=O)N(C(C)C)C(C)C)nnc1-c1cc2ccccc2cc1O | 20 | 19 |

| no. | Yeast eIF2B | Yeast eIF2B mutant toxicity |
| --- | --- | --- |
| 1 | 4 | 4 |
| 2 | 6 | 5 |
| 3 | 13 | 11 |
| 4 | 44 | 19 |
| 5 | 37 | 32 |
| 6 | 4 | 14 |
| 7 | 32 | 2 |
| 8 | -2 | 8 |
| 9 | 22 | 4 |
| 10 | 10 | nt |
| 11 | 4 | 19 |
| 12 | 7 | nt |
| 13 | 20 | 15 |
| 14 | 1 | -5 |
| 15 | 29 | 19 |

For reference, some entries already given.
| no. | Molecule | Yeast growth tox | Yeast growth tox inhibition % |
| --- | --- | --- | --- |
| 1 | O=C(NCCN1CCN(c2cccc(Cl)c2)CC1)c1cccn2c(=O)c3ccccc3nc12 | -5 | 4 |
| 2 | Cc1c(C(=O)NCCN2CCOCC2)oc2ccccc12 | 11 | 5 |
| 3 | COc1ccc(NC(=O)C2CC(=O)N(C)C(=Nc3ccc4c(c3)OCO4)S2)cc1 (stereo not drawn) | 11 | 11 |
| 4 | CCOC12NC(=O)CC(=O)N1C(c1ccccc1)=CS2 (stereo not drawn) | 13 | 19 |
| 5 | COc1cccc(NC(=O)c2cnsn2)c1 | 23 | 32 |
| 6 | COC(=O)C1=C(O)CSC1=Nc1ccccc1 | 32 | 14 |
| 7 | COc1ccc(C2c3c(ncn(CCN4CCOCC4)c3=N)Oc3ccc4ccccc4c32)cc1OC (stereo not drawn) | -6 | 2 |
| 8 | CCS(=O)(=O)N1CCCC(C(=O)NCc2cccc(OC)c2)C1 (stereo not drawn) | 1 | 8 |
| 9 | Cc1ccc(CC2S/C(=C(/C#N)C(=O)NCc3ccco3)N(c3ccccc3)C2=O)cc1 (stereo not drawn) | -2 | 4 |
| 10 | CN(C)CCCn1c(NC(=O)C2CCCCC2)nc2ccccc21 | 2 | 0 |
| 11 | COc1ccc(C2CC(C(F)(F)F)n3nc(C(=O)O)c(Br)c3N2)cc1 (stereo not drawn) | 14 | 19 |
| 12 | Cc1c(NC(=O)CN2C(=O)C3C4C=CC(C4)C3C2=O)c(=O)n(-c2ccccc2)n1C (stereo not drawn) | -6 | 0 |
| 13 | CCOC(=O)N1CCN(S(=O)(=O)c2ccc3c(c2)CCN3C(=O)C2CCC2)CC1 | 23 | 15 |
| 14 | COc1ccc(NC(=O)c2[nH]c(C)c(C(C)=O)c2C)cc1Cl | 9 | -5 |

| no. | Yeast eIF2B | Yeast eIF2B mutant toxicity |
| --- | --- | --- |
| 1 | 4 | 4 |
| 2 | 6 | 5 |
| 3 | 13 | 11 |
| 4 | 44 | 19 |
| 5 | 37 | 32 |
| 6 | 4 | 14 |
| 7 | 32 | 2 |
| 8 | -2 | 8 |
| 9 | 22 | 4 |
| 10 | 10 | nt |
| 11 | 4 | 19 |
| 12 | 7 | nt |
| 13 | 20 | 15 |
| 14 | 1 | -5 |

Next part:
| no. | Molecule | Yeast growth tox | Yeast growth tox inhibition % |
| --- | --- | --- | --- |
| 16 | O=C(CCN1C(=O)c2ccccc2C1=O)N1CCN(C(=O)c2ccccc2)CC1 | 12 | 6 |
| 17 | Cc1ccc(C(=O)Oc2cccc(NC(=O)c3ccco3)c2)cc1S(=O)(=O)N1CCC(C)CC1 | -7 | 12 |
| 18 | CCC(C)NC(=O)CSc1nnc(-c2ccncc2)n1-c1ccc(OC)cc1 (stereo not drawn) | 1 | -4 |
| 19 | OCCN1CCN(CC(O)COc2ccc3c(c2)OCO3)CC1 (stereo not drawn) | -2 | -14 |
| 20 | CCCCc1c(C)c2ccc(OCC(C)=O)cc2oc1=O | 11 | 12 |
| 21 | Cc1ccc(C(=O)N2CCCC2)c(F)c1F | 0 | 20 |
| 22 | O=C(NCCCn1ccnc1)c1cc2c(s1)CCCCC2 | -2 | 0 |
| 23 | CN1C(=S)SC(/[N+]([O-])=C\c2cccs2)C1(C)C (stereo not drawn) | 3 | 9 |
| 24 | COc1cc(C2/C(=C(\O)c3ccc4c(c3)CC(C)O4)C(=O)C(=O)N2CCCn2ccnc2)ccc1O (stereo not drawn) | 16 | 4 |
| 25 | COc1ccccc1C(c1nnnn1Cc1ccccc1)N1CCN(C2CCCC2)CC1 (stereo not drawn) | 8 | 15 |
| 26 | CCOCCc1nnc(N)s1 | 7 | 5 |
| 27 | O=C(CSc1nnc(-c2ccco2)n1Cc1ccco1)NCc1ccccc1 | 14 | 30 |
| 28 | CC(C)(C)n1nnnc1C(c1ccncc1)N1CCN(C2CCCCC2)CC1 (stereo not drawn) | 12 | 7 |
| 29 | COc1ccccc1NC(=O)CSc1nnc(-c2ccco2)o1 | 31 | 7 |
| 30 | CCN(CC)CCNC(=O)C1c2ccccc2C(=O)N(CCOC)C1c1ccc(F)cc1 (stereo not drawn) | -30 | -14 |

| no. | Yeast eIF2B | Yeast eIF2B mutant toxicity |
| --- | --- | --- |
| 16 | -6 | 6 |
| 17 | nt | nt |
| 18 | 21 | -4 |
| 19 | 20 | -14 |
| 20 | 22 | 12 |
| 21 | 30 | 20 |
| 22 | 25 | nt |
| 23 | 23 | 9 |
| 24 | 6 | 4 |
| 25 | -2 | 15 |
| 26 | -15 | 5 |
| 27 | 24 | 30 |
| 28 | 3 | 7 |
| 29 | -2 | 7 |
| 30 | -25 | -14 |

Next results
| no. | Molecule | Yeast growth tox | Yeast growth tox inhibition % |
| --- | --- | --- | --- |
| 31 | CC(=NC1CC1)C1=C(O)c2ccccc2C1=O | 25 | 14 |
| 32 | COc1ccc2nc(N)sc2c1 | 31 | 20 |
| 33 | Nc1ncnc2c1cnn2-c1ccccc1 | nt | nt |
| 34 | CN(C(=O)c1ccc(S(=O)(=O)NC2CCCC2)cc1)C1CCCCC1 | 11 | 4 |
| 35 | CC(C)CC(=O)CN1C(=O)C2(OCCO2)c2ccccc21 | 9 | 3 |
| 36 | COc1ccc(N(C(=O)c2ccco2)S(=O)(=O)c2cccc([N+](=O)[O-])c2)cc1 | 11 | 2 |
| 37 | COc1ccc(CNc2oc(COc3ccc(Cl)cc3)nc2C#N)cc1 | -18 | 4 |
| 38 | N#Cc1c(NCCCO)nc(-c2ccco2)c2c1CCCC2 | 12 | 15 |
| 39 | Cc1ccsc1C(=O)OCC(=O)Nc1sccc1C(N)=O | 7 | 17 |
| 40 | Cc1nn(-c2ccccc2)c2c1C1(C(=O)Nc3ccccc31)N1C(=N2)Sc2ccccc21 (stereo not drawn) | 4 | 3 |
| 41 | CCCCOC(=O)Sc1nc2ccccc2o1 | -2 | 0 |
| 42 | CC(C)NC(=O)C1(c2ccccc2)CCOCC1 | 8 | -14 |
| 43 | CCOC(=O)C1CCCN(C2CC(=O)N(c3ccc(C)c(C)c3)C2=O)C1 (stereo not drawn) | -15 | 9 |
| 44 | CC(C)(C)Cc1nc2ccccc2n1CCc1ccccc1 | 9 | 17 |

| no. | Yeast eIF2B | Yeast eIF2B mutant toxicity |
| --- | --- | --- |
| 31 | 25 | 14 |
| 32 | nt | nt |
| 33 | 14 | nt |
| 34 | 10 | 4 |
| 35 | 19 | 3 |
| 36 | nt | nt |
| 37 | 17 | 4 |
| 38 | nt | nt |
| 39 | 15 | 17 |
| 40 | 27 | 3 |
| 41 | -54 | nt |
| 42 | 11 | -14 |
| 43 | 20 | 9 |
| 44 | 21 | 17 |

The list is partial, so the mix of outcomes need not match the whole.
